M1 antagonist: blocks the rat M1 muscarinic receptor response to acetylcholine; CHO-M1 cells, Fluo-4 calcium, ACh EC80 antagonist mode; active compounds read low; B-score at 10 µM; hit rate 3.4% among 64,000;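 active = calcium fluorescence response, raw or row-and-column corrected B-score, differing from the plate sample mean either way at a set confidence level, mostly lower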
Target sequence (P08482 whole entry, looked up): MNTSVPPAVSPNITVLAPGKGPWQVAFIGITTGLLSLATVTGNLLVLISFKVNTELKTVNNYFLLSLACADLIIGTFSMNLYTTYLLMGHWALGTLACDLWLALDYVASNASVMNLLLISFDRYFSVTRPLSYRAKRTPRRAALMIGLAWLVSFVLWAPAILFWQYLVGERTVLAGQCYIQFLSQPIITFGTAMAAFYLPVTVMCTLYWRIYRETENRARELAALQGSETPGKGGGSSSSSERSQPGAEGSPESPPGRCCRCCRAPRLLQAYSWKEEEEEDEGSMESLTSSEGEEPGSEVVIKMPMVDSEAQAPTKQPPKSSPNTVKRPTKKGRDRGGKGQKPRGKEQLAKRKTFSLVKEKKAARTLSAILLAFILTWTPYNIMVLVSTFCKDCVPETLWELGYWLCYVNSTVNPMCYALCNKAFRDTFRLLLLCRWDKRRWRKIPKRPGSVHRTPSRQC
Fluor 339 460: intrinsic fluorescence of library compounds, ex339/em460 – biochemical, MLSMR library, data from DPM-DC assay, artefact control, profiling panel; compound autofluorescence, ex339/em460 nm, NADH buffer; active compounds read high; 1 = no-compound wells, NADH background; fluorescence fold increase at 10 µM; hit rate 5.5% among 65,000;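 active = at 10 µM, mean starting fluorescence two-fold or more over control wells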;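 also: signal is the first read of a kinetic run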
Ec RNAP inh: Escherichia coli RNA polymerase inhibition | E. coli RNA polymerase, fluorescence transcription assay | inhibition, %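 (tested at 10 µM)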 | P0A8V2 | hit rate 0.2% among 62,000; in the data active = inhibition above about 20%;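 also: 0% = enzyme without compound and 100% = no enzyme blank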
D1 allo mod: allosteric modulators of human D1 dopamine receptor. P21728. B-score at 10 µM. HEK293 D1, CRE-luciferase, dopamine EC30 potentiation; actives deviate in either direction. hit rate 5.9% among 58,000. AID 641;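 active = luminescence count or its row- and column-corrected plate score outside the 99.7% band of the plate's sample wells, on either side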
M1 ag: M1 muscarinic receptor agonism; hit rate 3% among 64,000; AID 626; CHO-M1 cells, Fluo-4 calcium fluorescence, agonist mode; active compounds read high; B-score at 10 µM;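 active = fluorescence rise, raw or as B-score row- and column-corrected plate score, outside the 99.7% band of its plate's samples, either direction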
HER2 expr 66K: inhibitors of human Her2 kinase expression; SKBR-3 HER2 protein level, AlphaScreen, 18-24 h; active compounds read low; HER2 level % of control, % at 10 µM; P04626; hit rate 0.69% among 65,000;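 active = HER2 level under 5% of the carrier-only control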;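 also: 100% = DMSO carrier and 0% = 500 nM PU-H71 HSP90 inhibitor; lower value means stronger loss of Her2 protein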
Hsp90 block: displaces geldanamycin probe from tumor Hsp90; inhibition, % at 30 µM; NCI-N417 lysate Hsp90, Cy3B-geldanamycin FP displacement; hit rate 0.35% among 64,000; P07900;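 active = inhibition above 50%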;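 also: 0% = tracer plus lysate wells and 100% = tracer alone without lysate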
HTR1A agonist: 5-HT1a (human) receptor agonism. P08908. CHO 5-HT1a Ga15 NFAT-bla reporter, FRET ratio; 0% basal, 100% maximal reference agonist. activation, % at 10 µM. hit rate 0.56% among 65,000;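 active = activation above the screen-wide mean activation plus 3 SD, cut at about 19% in these data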;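 also: 0% = DMSO wells and 100% = 5-CT at EC100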
Target sequence (P08908 whole entry, looked up): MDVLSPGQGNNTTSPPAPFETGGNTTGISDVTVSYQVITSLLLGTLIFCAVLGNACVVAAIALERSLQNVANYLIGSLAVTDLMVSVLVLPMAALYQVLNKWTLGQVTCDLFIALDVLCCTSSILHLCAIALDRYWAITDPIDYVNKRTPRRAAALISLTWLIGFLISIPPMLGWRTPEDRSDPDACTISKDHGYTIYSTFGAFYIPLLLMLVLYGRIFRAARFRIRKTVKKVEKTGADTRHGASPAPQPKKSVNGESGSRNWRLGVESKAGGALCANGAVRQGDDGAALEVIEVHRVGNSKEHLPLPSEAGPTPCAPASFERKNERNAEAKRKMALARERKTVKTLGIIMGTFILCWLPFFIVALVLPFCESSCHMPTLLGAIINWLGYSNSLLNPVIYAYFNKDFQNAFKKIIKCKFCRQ
NADH coupling: inhibition of NAD/NADH coupling enzymes, library profiling. coupled PK/LDH NADH assays, four targets. IC50, µM (doses to about 10 µM), for inactives: at the highest dose inhibition. hit rate 0.02% among 65,000. AID 774;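 active = single-dose screening hits from any of four coupled enzyme assays that gave an IC50 when retested across doses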;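 also: the DPM-DC format reads NADH fluorescence rather than 340 nm absorbance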
* marks the source's active call; other numbers are inactive results; . = no result given; [ ] = remark or other dose. Random draw from the library. About 16% of those tested had a hit in this group.

The line under a structure holds: HTR1A agonist, NADH coupling, Hsp90 block, D1 allo mod, Fluor 339 460, M1 antagonist, Ec RNAP inh, M1 ag, HER2 expr 66K
(1) COC(=O)c1ccccc1NC(=O)COC(=O)CSCC(=O)N1CCOCC1
→ -6.1, 11%, 0, 0.97, 1, -0.078, 2, 0.0026, 103
(2) CCc1cc(C(=O)Nc2ccccc2)cs1
→ -2.5, 4%, ., -0.063, 1.1, 0.35, 6, 0.25, 98
(3) CCCCc1nc2c(=O)[nH]c3ccccc3c2o1
→ 0.4, 5%, -1, ., 1.1, 0.46, 7, 0.44, 88
(4) O=C(CSc1nnc(-c2c[nH]c3ccccc23)o1)N1CCCCC1
→ 0.7, 8%, -2, -0.69, 1.2, 0.62, 7, 0.68, 113
(5) CS(=O)(=O)Nc1ccc(S(=O)(=O)N2CCOCC2)cc1
→ 0.2, 0%, -4, -0.71, 1.1, -0.013, 8, -0.57, 86
(6) COc1cc(NS(=O)(=O)c2ccc(NC(=O)c3ccco3)cc2)nc(OC)n1
→ -0.9, 0%, 0, -0.72, 1, -2.2*, -7, -1.8, 81
(7) CCOC(=O)c1nn(-c2ccccc2)c(C#N)c1NC(=O)c1nn(CC)cc1Br
→ 1.6, 4%, -5, 4.3*, 1.2, 0.36, 0, 0.58, 119
(8) O=C(Nc1ccncc1)c1ccccc1F
→ 6.8, 5%, -3, -0.23, 1.1, 1.1, 11, 0.07, 102
(9) CCN(C1CCCCC1)S(=O)(=O)c1ccc(S(=O)(=O)NCc2ccncc2)cc1
→ -0.6, 2%, 0, -1.3, 1.1, -2.2*, 9, 3.7*, 48
(10) COc1cc(CNC(=O)c2ccc(Cn3nc(C)c(Cl)c3C)o2)cc(OC)c1
→ 0.5, 8%, -2, -0.48, 1.2, -0.42, 1, -0.24, 85
(11) COC(=O)c1oc2ccc(Br)cc2c1NC(C)=O
→ 2.2, 2%, -1, 0.036, 1.1, 0.031, 5, 0.36, 88
(12) Nc1nc(Cn2nnc(-c3ccccc3Cl)n2)nc(N2CCOCC2)n1
→ 0.3, 5%, 1, -5.8, 1.1, ., 3, ., 98
(13) N#CCSC1=Nc2ccccc2C2=NC(CCC(=O)N3CCN(c4ccccc4)CC3)C(=O)N12 (centres undefined)
→ -0.4, 4%, -12, -0.25, 1.2, -0.51, 8, 1.5, 91
(14) Cc1cc(C)n2nc(SCC(=O)Nc3c(C)nn(-c4ccccc4)c3C)nc2n1
→ -2.4, 6%, 0, -1.3, 1, 0.086, 12, -0.047, 65
(15) CC(=O)N1CCc2cc(S(=O)(=O)NCCC(=O)NC3CCN(Cc4ccccc4)CC3)ccc21
→ -3.4, 7%, -4, 0.92, 1, 0.03, 3, 0.56, 117

Full records, quoted from the list:
Entry for CCN(C1CCCCC1)S(=O)(=O)c1ccc(S(=O)(=O)NCc2ccncc2)cc1 = HTR1A agonist: -0.6; NADH coupling: 2%; Hsp90 block: 0; D1 allo mod: -1.3; Fluor 339 460: 1.1; M1 antagonist: -2.2*; Ec RNAP inh: 9; M1 ag: 3.7*; HER2 expr 66K: 48
Entry for COC(=O)c1oc2ccc(Br)cc2c1NC(C)=O = HTR1A agonist: 2.2; NADH coupling: 2%; Hsp90 block: -1; D1 allo mod: 0.036; Fluor 339 460: 1.1; M1 antagonist: 0.031; Ec RNAP inh: 5; M1 ag: 0.36; HER2 expr 66K: 88

The listing picks up, repeating the two entries before the break.
The line under a structure holds: HTR1A agonist, NADH coupling, Hsp90 block, D1 allo mod, Fluor 339 460, M1 antagonist, Ec RNAP inh, M1 ag, HER2 expr 66K
(14) Cc1cc(C)n2nc(SCC(=O)Nc3c(C)nn(-c4ccccc4)c3C)nc2n1
→ -2.4, 6%, 0, -1.3, 1, 0.086, 12, -0.047, 65
(15) CC(=O)N1CCc2cc(S(=O)(=O)NCCC(=O)NC3CCN(Cc4ccccc4)CC3)ccc21
→ -3.4, 7%, -4, 0.92, 1, 0.03, 3, 0.56, 117
(16) c1ccn2c(SCc3ccc4c(c3)OCO4)nnc2c1
→ -4.2, 21%, -3, -0.69, 0.96, -0.66, 5, -0.079, 116
(17) Cc1nn(-c2ccccc2)c2c1C1(C(=O)N(C(C)C)c3ccccc31)C(C#N)=C(N)O2 (centres undefined)
→ -3.6, 5%, -6, -0.56, 1, 0.26, 6, -0.56, 68
(18) COc1cc2c(cc1OC)C(C(=O)N1CCN(c3ccccn3)CC1)C(c1cccs1)N(C)C2=O (centres undefined)
→ 0.8, 5%, -5, -0.27, 1.2, -2.1*, 1, 0.51, 108
(19) O=C(NCc1ccc2c(c1)OCO2)c1ccc(S(=O)(=O)NCC2CCCO2)cc1 (centres undefined)
→ 0.2, 7%, -4, -0.051, 1.1, ., 3, ., 91
(20) O=C(NCc1ccccc1Cl)C1CCN(C(=O)c2sccc2-n2cccc2)CC1
→ 0.9, 3%, -2, -0.21, 0.99, -0.89, -1, -2, 100
(21) CCCC(=O)N(Cc1cc2cccc(C)c2[nH]c1=O)c1ccccc1OC
→ 0.0, 2%, -4, 0.13, 1.4, 0.031, 4, -0.21, 64
(22) COc1cc(C(=O)NCCC(=O)NCCCN2CCCCC2C)cc(OC)c1OC (centres undefined)
→ -2.6, 8%, -1, -2.1, 0.89, -0.86, 3, -0.74, 108
(23) CSc1nnc(-c2ccco2)n1-c1ccccc1
→ 0.5, 3%, -4, ., 1.1, 0.79, 5, 0.022, 133
(24) COc1cccc(CNC(=O)CCCNS(=O)(=O)c2cccs2)c1
→ -2.1, 2%, -4, -0.69, 1.2, 0.057, 7, -0.0026, 82
(25) COc1ccc(Cn2nnnc2C(c2cccs2)N2CCN(c3ccccc3)CC2)cc1 (centres undefined)
→ -1.1, 3%, 3, -0.38, 1.1, -1.3, 4, -0.071, 61
(26) CCCCOc1ccc(C(=O)Nc2cccc(C)n2)cc1
→ -1.9, 9%, -5, -2.6, 1, -0.46, 0, 3.6, 98
(27) COc1cc(OC)c(C2C(C(=O)O)c3ccccc3C(=O)N2C)cc1OC (centres undefined)
→ -2.1, 5%, 0, -0.61, 1.1, -1, 3, -0.35, 95
(28) CC1CC(C)CN(CCCNC(=O)COc2cc(=O)n(C)c3ccccc23)C1 (centres undefined)
→ -3.9, 3%, 0, -0.16, 1.1, -0.27, 9, 1.3, 111
(29) Cc1ccc(-c2noc(CN3CCC(C(N)=O)CC3)n2)cc1
→ -0.1, 5%, -3, -0.0043, 1.1, 1.1, 2, 0.35, 117
(30) CCCCN(C)C(=O)CS(=O)(=O)Cc1nc(-c2cccc(OC)c2)oc1C
→ -1.3, 2%, -1, 0.054, 1, -0.013, 6, 0.1, 74
(31) COC(=O)c1c(NC(=O)CN2CCN(c3ccccc3)CC2)c2c(C)cccc2n1C
→ -1.8, 5%, -3, -0.1, 1.3, 0.36, -1, 4.5*, 121
(32) O=C(NCC(F)(F)F)Nc1ncccn1
→ -6.4, 9%, -5, ., 1.1, 0.064, 8, -0.54, 117
(33) CCOC(=O)c1c(NC(=O)Cn2nnc3ccccc32)sc2c1CCC(C)C2 (centres undefined)
→ 1.8, 5%, -7, 0.95, 1.1, -0.17, 5, 0.014, 93
(34) CCOC(=O)N1CCN(C(=O)C2CCN(C(=O)c3cc4sccc4n3CC)CC2)CC1
→ 0.2, 3%, -1, -0.68, 1, -0.37, 8, 3.8*, 109
(35) Cc1cc(CN2CCN(CCC#N)CC2)c(O)c(C2(C)CCCCC2)c1
→ -0.4, 0%, 4, -0.83, 1, 0.045, -13, -0.27, 49
(36) CCNc1nc(NC#N)nc(SCC(=O)OCC)n1
→ -5.3, 1%, -1, 0.37, 1, 0.97, 5, -0.56, 106
(37) COC(=O)c1nnc(-c2ccccc2)c(-c2ccccc2)n1
→ 0.7, 4%, ., -0.38, 0.95, 0.023, 7, 0.65, 100
(38) Oc1ccccc1/C=N/c1c(-c2ccco2)nc2ccccn12
→ -0.7, 6%[fluoresces], 25, -0.97, 3.6*, -0.041, 1, -0.013, 85
(39) Cc1ccccc1N1C(=O)N(c2cccc(C(F)(F)F)c2)C2CS(=O)(=O)CC21 (centres undefined)
→ 1.1, 4%, 0, 0.24, 1.1, -0.048, 10, 0.81, 76
(40) COc1ccc2nc(C)cc(SCC(=O)O)c2c1
→ -1.6, 5%, 0, -0.027, 1.3, 0.14, 3, 0.73, 56
(41) CCOC(=O)N1CCN(C(=O)CSc2ccc(Cl)cc2)CC1
→ -2.4, 0%, -1, -0.076, 1.1, 0.028, 9, -0.87, 131
(42) Cc1ccc(-c2nnc3n2N=C(c2ccccc2Br)CS3)cc1
→ -1.1, 2%, 2, 16*, 1.1, 0.24, 8, 0.45, 118
(43) Cc1cccc(C(C)C)c1NC(=O)c1cccnc1
→ -0.4, 2%, -7, -0.99, 1.1, 0.15, 1, 0.018, 103
(44) COC(=O)c1ccc2c(c1)NC(=O)C(N1CCCCC1)S2 (centres undefined)
→ -0.9, 3%, -3, -0.38, 1.1, -0.012, 11, -2.1, 95
(45) COc1ccc(C(=O)c2c[nH]c3ccccc23)cc1
→ ., 3%, ., -2.2*, 1.1, 0.0018, ., 0.93, 77
(46) COC(=O)c1ccc(OCC(O)CN2C(=O)NC(C)(C)C2=O)cc1 (centres undefined)
→ -1.4, 0%, -3, 5.8*, 1.1, -0.29, -3, 0.24, 118
(47) CC(=O)c1cc(F)c(N2CCCC2)cc1C
→ -3.7, 2%, -8, -0.27, 1.1, 0.38, -3, -1.4, 113
(48) Cc1cc(C(=O)Nc2c(F)cc(F)cc2Br)no1
→ 0.1, 2%, -3, 0.25, 1, 0.52, -7, 0.93, 117
(49) Cc1cccc(-n2c(SCC(=O)Nc3nonc3C)nnc2-c2ccoc2C)c1
→ 34*, 4%, 0, ., 1, 0.33, 9, 0.0052, 96
(50) Cc1nn(CCc2nc(-c3ccco3)cs2)c2[nH]c(=O)cc(C(F)(F)F)c12
→ -0.4, 7%, -5, ., 1.4, 0.28, 1, -0.37, 99
(51) COc1ccc(CCC(=O)Nc2ccc3c(c2)OCCO3)cc1
→ 1.6, 4%, -1, 0.41, 1.1, -1.1, 9, -0.011, 90
(52) CCOC(=O)C(Cc1c(F)cccc1F)(NC(C)=O)C(=O)OCC
→ -0.2, 6%, 0, 0.21, 1.1, 1.1, 4, 0.42, 77
(53) COC(=O)CCc1c(C)nn(-c2ccccc2)c1C
→ -3.0, 6%, -4, -0.077, 1.1, -0.38, 9, 0.041, 119
(54) c1ccc2c(c1)CCCN2Cc1nnnn1CC1CCCO1 (centres undefined)
→ -1.0, 2%, -7, -0.82, 1.1, 0.11, 3, -0.00027, 100
(55) CCCCCCNC(=O)Nc1ccccc1
→ 0.4, 2%, 0, -0.53, 1.1, 0.29, 4, -0.033, 97
(56) COCCN(CCOC)Cc1c(C)[nH]c2ccccc2c1=O
→ 1.8, 2%, 2, 0.51, 1, -0.0014, 4, 0.63, 123
(57) O=S(=O)(Cc1ccccc1)N1CCC(c2nc(-c3cccs3)no2)CC1
→ -4.3, 14%, -1, 0.68, 3.1*, -1.4, -8, -0.73, 78
(58) Cc1ccsc1C1NC(=O)c2ccccc2N1 (centres undefined)
→ -0.4, 1%[fluoresces], -2, 0.25, 1.9, -0.059, -3, -0.27, 69
(59) CCCSc1nc(C)c(CC(=O)O)c(=O)[nH]1
→ 1.6, 3%, -1, ., 1.1, 0.14, ., -0.053, 123
